Tat transport: E. coli Tat transport inhibition; E. coli MC4100 TorA-mCherry Tat export, fluorescence; inhibition, % at 10 µM; 0.036% of 340,000 active;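 active = mean replicate inhibition at least 50% and at least half of replicates individually reaching 50%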;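 note: exported cargo escapes ClpAP degradation while cytoplasmic cargo is degraded and loses fluorescence; 0% = median of neutral control wells and 100% = median of NaSCN control wells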
Wnt bcat act: activates Wnt/beta-catenin signaling in a reporter cell assay. activator, plate reader. activation, % at 9.35 µM. 1.2% of 300,000 active; in the data active = activation above about 30%, passing the limit was not always enough;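 note: 0% = neutral control wells and 100% = positive control wells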
SR-BI uptake up: enhances SR-BI lipid uptake from DiI-HDL. CHO ldlA[mSR-BI] cells, DiI-HDL uptake fluorescence, 3 h; 100 = double the neutral-control signal. activation, % at 12.5 µM. 0.096% of 320,000 active;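 active = mean replicate activation of at least 60% and every replicate at or above 60%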;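 note: 0% = median plate neutral-control signal and 100% = twice that signal; values of inactives mirror those of a sister screen read the other way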
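Assay system: CHO ldlA[mSR-BI] cells, LDL receptor-null, SR-BI overexpressing; medium: Ham's F12 with 0.5% BSA, HEPES 25 mM, pH 7.4; also added: DiI-HDL 10 µg/mL; timing: 3 h uptake period with compound, 37 °C; signal: DiI fluorescence, bottom read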
CAL PDZ FP-1: blocks peptide binding to human CAL PDZ domain; AID 504414; purified CAL PDZ, TMR-peptide fluorescence polarization, 1 h; inhibition, % at 20 µM; 0.02% of 330,000 active;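 active = highest replicate inhibition of at least 40%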;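 note: plate controls were DMSO neutral control wells for no effect and unlabeled competitor peptide control wells for full effect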
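Material: tagged CAL PDZ protein CerCALP, purified; buffer or medium: sodium phosphate/NaCl buffer pH 7.4 with TCEP, IgG, Thesit; also added: fluorescent TMR peptide probe; schedule: 1 h incubation at room temperature before polarization reading; technique: fluorescence polarization from S- and P-plane intensities, G-factor corrected; control set: unlabelled peptide and DMSO controls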
SR-BI DiI inh: blocks mouse SR-BI lipid uptake from DiI-HDL | ldlA[mSR-BI] CHO cells, DiI-HDL uptake fluorescence, 3 h | inhibition, % at 12.5 µM | 0.96% of 320,000 active;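 active = mean replicate inhibition of at least 70% and a set share of replicates each scoring 70 or more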;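 note: 0% = median of neutral control wells and 100% = median of positive control wells; values of inactives mirror those of a sister screen read the other way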
Target sequence (Q61009 whole entry, looked up): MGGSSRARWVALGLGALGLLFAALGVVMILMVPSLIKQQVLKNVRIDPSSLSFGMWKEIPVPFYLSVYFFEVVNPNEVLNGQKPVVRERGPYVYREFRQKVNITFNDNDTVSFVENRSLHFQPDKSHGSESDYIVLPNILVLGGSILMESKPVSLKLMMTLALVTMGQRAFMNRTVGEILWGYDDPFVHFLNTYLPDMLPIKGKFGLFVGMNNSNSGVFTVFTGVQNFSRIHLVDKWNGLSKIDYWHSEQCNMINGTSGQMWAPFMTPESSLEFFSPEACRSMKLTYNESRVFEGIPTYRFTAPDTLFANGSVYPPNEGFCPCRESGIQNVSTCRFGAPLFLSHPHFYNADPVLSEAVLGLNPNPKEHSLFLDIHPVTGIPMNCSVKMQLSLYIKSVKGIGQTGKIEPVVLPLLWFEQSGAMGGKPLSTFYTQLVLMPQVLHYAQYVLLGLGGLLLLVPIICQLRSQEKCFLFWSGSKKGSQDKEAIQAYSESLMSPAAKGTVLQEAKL
MITF TRPM1 HTS: increases MITF-driven TRPM1 promoter luciferase signal. activation, % at 12.5 µM. 0.75% of 300,000 active. SK-MEL-5 TRPM1-promoter luciferase, 24 h; % of positive control, neutral wells = 0;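 active = mean activation of at least 80% with every replicate also reaching 80%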;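 note: 0% = neutral control wells and 100% = parthenolide positive control wells; values of inactives mirror those of a sister screen read the other way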
phage Ecoli inh: E. coli growth loss with phage present; AID 651602; growth absorbance; inhibition, % at 11.9 µM; 0.26% of 360,000 active; in the data active = inhibition above about 11%
CAL PDZ FP-2: CAL PDZ (human) peptide binding inhibition. purified CAL PDZ, TMR-peptide fluorescence polarization, 1 h. inhibition, % at 24.9 µM. 0.92% of 300,000 active. AID 602252;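 active = mean inhibition of at least 30% with at least half of replicates also reaching 30%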;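 note: 0% = DMSO neutral control and 100% = excess unlabeled competitor peptide PRC23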
AddAB inh: less growth of phage-infected E. coli with AddAB. E. coli expressing H. pylori AddAB, absorbance growth. inhibition, % at 11.9 µM. 0.29% of 330,000 active; in the data active = inhibition above about 12%;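 note: 0% = vehicle wells of infected cells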
E coli growth: bacterial growth inhibition, counter-screen for AddAB inhibitors. 0.27% of 330,000 active. E. coli V3065 growth, OD600 absorbance, 18 h. AID 449728. inhibition, % at 11.9 µM;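 active = inhibition above the campaign's mean inhibition across all tested compounds plus 3 SD, cut at about 9.9% in these data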;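 note: uninfected addAB+ strain grown without phage in ampicillin broth; 0% = DMSO wells and 100% = ciprofloxacin 0.95 µg/ml wells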
* marks the source's active call; other numbers are inactive results; & = joins results of further samples.

What do the screens show for `Cc1cccc(N(Cc2cc(=O)[nH]c3ccccc23)C(=O)C(C)C)c1`?
Tat transport: -4.1; Wnt bcat act: 3.0; MITF TRPM1 HTS: -2.0; phage Ecoli inh: 0.0; CAL PDZ FP-2: 35.0*; AddAB inh: -0.5; E coli growth: -1.6

What do the screens show for `COc1ccccc1OCC(=O)O`?
Tat transport: 6.8&18.5; Wnt bcat act: -1.5&-2.1; SR-BI uptake up: 14.6&8.5; CAL PDZ FP-1: 1.0&-1.7; SR-BI DiI inh: -14.6&-8.5; MITF TRPM1 HTS: 2.0; phage Ecoli inh: 2.2&5.0; CAL PDZ FP-2: -0.3&-1.8; AddAB inh: 4.1&-0.3; E coli growth: 0.1&-1.7

What do the screens show for `Cc1cc(NC(=O)COC(=O)c2cc(S(=O)(=O)N(C)C)ccc2Cl)no1`?
Tat transport: -2.8; Wnt bcat act: -2.1; SR-BI uptake up: 14.6; CAL PDZ FP-1: 0.2; SR-BI DiI inh: -14.6; MITF TRPM1 HTS: 3.3; phage Ecoli inh: 2.3; CAL PDZ FP-2: -4.8; AddAB inh: 2.6; E coli growth: 1.6

What do the screens show for `Cc1ccc(NC(=O)c2cc(-c3ccco3)nc3ccccc23)cc1S(=O)(=O)N1CCOCC1`?
Tat transport: -0.1; Wnt bcat act: -2.2; SR-BI uptake up: -102.1; CAL PDZ FP-1: -2.0; SR-BI DiI inh: 102.1*; MITF TRPM1 HTS: -7.1; phage Ecoli inh: 2.7; CAL PDZ FP-2: -2.6; AddAB inh: -2.4; E coli growth: -1.8

What do the screens show for `CC(=O)N1N=C(c2ccc(Cl)cc2)OC12CCCC2`?
Tat transport: 1.7; Wnt bcat act: -0.2; SR-BI uptake up: 32.4; CAL PDZ FP-1: 0.3; SR-BI DiI inh: -32.4; phage Ecoli inh: 0.8; CAL PDZ FP-2: -5.4; AddAB inh: 0.4; E coli growth: -1.5

How did COc1cccc(C2=NOC(C(=O)N3CCN(Cc4ccccc4)CC3)C2)c1OC (centres undefined) do in these assays?
Tat transport: 4.6; SR-BI uptake up: -26.1; CAL PDZ FP-1: -1.3; SR-BI DiI inh: 26.1; MITF TRPM1 HTS: -7.4; phage Ecoli inh: 5.0; AddAB inh: 0.9; E coli growth: 0.1

What do the screens show for `COc1ccc(C)cc1NC(=O)C1CCN(S(=O)(=O)c2cccc3cccnc23)CC1`?
Tat transport: -0.4; Wnt bcat act: -3.7; SR-BI uptake up: -37.2; CAL PDZ FP-1: 0.6; SR-BI DiI inh: 37.2; MITF TRPM1 HTS: -10.3; phage Ecoli inh: 3.3; CAL PDZ FP-2: -7.7; AddAB inh: 2.6; E coli growth: 0.3

What do the screens show for `Cc1ccc(S(=O)(=O)N2CCOC23CCN(S(=O)(=O)c2cccs2)CC3)cc1`?
Tat transport: 6.1; Wnt bcat act: -2.1; SR-BI uptake up: 5.6; CAL PDZ FP-1: -2.8; SR-BI DiI inh: -5.6; MITF TRPM1 HTS: -3.5; phage Ecoli inh: 1.0; AddAB inh: 1.6; E coli growth: 0.6

Results for C#CCOCCOCCOCCNc1nc(N2CCN(C(=O)CCCCCCCCCCNC(=O)Cn3cc(C[C@@H](C)O)nn3)CC2)nc(N2CCN(C(=O)CCCCCCCCCCNC(=O)[C@H](CCCN=C(N)N)n3cc(C[C@@H](C)CC)nn3)CC2)n1 ?
Tat transport: 19.6; SR-BI uptake up: -48.3; CAL PDZ FP-1: -2.3; SR-BI DiI inh: 48.3; MITF TRPM1 HTS: -59.0; CAL PDZ FP-2: -1.4; AddAB inh: 1.4; E coli growth: 1.3

What do the screens show for `CCOc1ccc(Nc2nc(Cc3nnc(SCC(=O)O)o3)cs2)cc1`?
Tat transport: -13.3; SR-BI uptake up: 33.5; CAL PDZ FP-1: -0.4; SR-BI DiI inh: -33.5; MITF TRPM1 HTS: -9.4; phage Ecoli inh: -1.1; CAL PDZ FP-2: -0.6; AddAB inh: -0.3; E coli growth: -0.9

Results for Cc1cccc(NC(=S)NCCC(c2ccccc2)c2ccccc2)c1 ?
Tat transport: -5.0; Wnt bcat act: 0.3; SR-BI uptake up: -6.3; CAL PDZ FP-1: -3.0; SR-BI DiI inh: 6.3; MITF TRPM1 HTS: 6.3; phage Ecoli inh: 3.4; CAL PDZ FP-2: -18.3; AddAB inh: 9.4; E coli growth: 3.6

What do the screens show for `CCc1ccc(NC2Nc3cc(C)nn3S2)cc1` (centres undefined)?
Tat transport: 9.3; SR-BI uptake up: 14.8; CAL PDZ FP-1: -0.3; SR-BI DiI inh: -14.8; MITF TRPM1 HTS: 6.9; phage Ecoli inh: 4.3; AddAB inh: 2.5; E coli growth: 2.3

How did COC(=O)[C@@]1(Cc2ccc(F)cc2)[C@H]2c3cc(C(=O)N4CCCC4)n(CCc4c[nH]c5ccc(OC)cc45)c3C[C@H]2CN1C(=O)c1ccccc1 do in these assays?
Wnt bcat act: -11.1; phage Ecoli inh: 3.0; AddAB inh: 2.3; E coli growth: -1.0

What do the screens show for `CCN(CCNC(=O)C1CCCN(Cc2nc(-c3ccc(OC)cc3)oc2C)C1)c1ccccc1` (centres undefined)?
Tat transport: 7.1; SR-BI uptake up: -59.9; CAL PDZ FP-1: -0.7; SR-BI DiI inh: 59.9; MITF TRPM1 HTS: -9.9; phage Ecoli inh: 2.7; CAL PDZ FP-2: -0.7; AddAB inh: 0.7; E coli growth: -2.9

What do the screens show for `O=C(CN1C(=O)c2ccccc2C1=O)NCc1ccc(N2CCOCC2)cc1`?
Tat transport: 11.1; Wnt bcat act: 1.4; SR-BI uptake up: -0.2; CAL PDZ FP-1: 1.5; SR-BI DiI inh: 0.2; MITF TRPM1 HTS: -5.6; phage Ecoli inh: 3.0; CAL PDZ FP-2: -1.7; AddAB inh: 0.4; E coli growth: -1.6

What do the screens show for `O=c1c(O[C@H]2O[C@@H](CO)[C@H](O)[C@@H](O)[C@@H]2O)c(-c2ccc(O)cc2)oc2cc(O)cc(O)c12`?
Tat transport: 19.2; Wnt bcat act: -0.1; SR-BI uptake up: 14.3; CAL PDZ FP-1: -2.9; SR-BI DiI inh: -14.3; MITF TRPM1 HTS: 4.1; phage Ecoli inh: -2.4; CAL PDZ FP-2: -6.3; AddAB inh: -2.0; E coli growth: -0.4

What do the screens show for `CC1CCC(=NNC(=O)c2ccccc2-n2cccc2)CC1` (centres undefined)?
Tat transport: -6.7; Wnt bcat act: -1.5; SR-BI uptake up: 33.3; CAL PDZ FP-1: -3.4; SR-BI DiI inh: -33.3; MITF TRPM1 HTS: -4.6; phage Ecoli inh: 2.4; CAL PDZ FP-2: -1.5; AddAB inh: 0.7; E coli growth: 1.5

How did COC(=O)c1cc(=O)c2c(C)nc(C(Cl)(Cl)Cl)nc2[nH]1 do in these assays?
Tat transport: -7.2; Wnt bcat act: -0.6; SR-BI uptake up: 26.3; CAL PDZ FP-1: 0.0; SR-BI DiI inh: -26.3; MITF TRPM1 HTS: -2.1; phage Ecoli inh: 4.7; CAL PDZ FP-2: 6.7; AddAB inh: -1.1; E coli growth: -0.2

What do the screens show for `O=C(COC(=O)c1cc[n+]([O-])cc1)Nc1ccc([N+](=O)[O-])cc1`?
Tat transport: -4.0; Wnt bcat act: -0.8; SR-BI uptake up: -3.8; CAL PDZ FP-1: 0.3; SR-BI DiI inh: 3.8; MITF TRPM1 HTS: -15.5; phage Ecoli inh: 5.2; AddAB inh: -0.3; E coli growth: 2.5

Results for COc1ccc(NC(=O)C(c2ccc(OC)cc2)N(C)C(=O)c2cnccn2)cc1 (centres undefined) ?
Tat transport: 0.2; Wnt bcat act: 6.7; SR-BI uptake up: -23.0; SR-BI DiI inh: 23.0; MITF TRPM1 HTS: 1.6; phage Ecoli inh: 0.5; CAL PDZ FP-2: -2.5; AddAB inh: -2.7; E coli growth: -2.7

How did O=S(=O)(c1ccc(Cl)cc1)c1nc(-c2ccco2)oc1N1CCOCC1 do in these assays?
Tat transport: -4.6; Wnt bcat act: 0.4; CAL PDZ FP-1: -2.7; MITF TRPM1 HTS: -9.7; phage Ecoli inh: 2.9; CAL PDZ FP-2: -1.9; AddAB inh: 3.0; E coli growth: 0.8

What do the screens show for `CCOC(=O)N1CCC(n2c(SCC(=O)OCc3ccccc3)nc3ccsc3c2=O)CC1`?
Tat transport: 4.5; SR-BI uptake up: -14.4; CAL PDZ FP-1: -0.8; SR-BI DiI inh: 14.4; MITF TRPM1 HTS: 0.4; phage Ecoli inh: 1.5; CAL PDZ FP-2: -8.2; AddAB inh: 0.1; E coli growth: -1.5

How did Nc1c(Cl)c(Cl)nc(C(=O)OCC(=O)NC2CCCCC2)c1Cl do in these assays?
Tat transport: -6.0; Wnt bcat act: -1.1; SR-BI uptake up: 2.5; CAL PDZ FP-1: -2.7; SR-BI DiI inh: -2.5; MITF TRPM1 HTS: -6.3; phage Ecoli inh: -1.0; CAL PDZ FP-2: -1.0; AddAB inh: -1.6; E coli growth: -1.0

Results for CCC(C)C(NC(=O)C1CCC(=O)N1C(=O)OCc1ccccc1)C(=O)NC(Cc1ccccc1)C(N)=O (centres undefined) ?
Tat transport: -2.5; Wnt bcat act: -4.3; CAL PDZ FP-1: -0.1; MITF TRPM1 HTS: -0.8; phage Ecoli inh: 0.3; CAL PDZ FP-2: 5.8; AddAB inh: 0.7; E coli growth: -0.8

How did CC(=O)c1ccc(-n2ccnc2)cc1 do in these assays?
Tat transport: -1.4; Wnt bcat act: -0.8; SR-BI uptake up: 18.0; CAL PDZ FP-1: 0.2; SR-BI DiI inh: -18.0; MITF TRPM1 HTS: 10.9; phage Ecoli inh: 1.1; CAL PDZ FP-2: -1.4; AddAB inh: -1.4; E coli growth: -2.2

What do the screens show for `Cc1ccc(N(CCC(=O)O)S(=O)(=O)c2cccc(C(F)(F)F)c2)cc1`?
Tat transport: -1.5; Wnt bcat act: 1.1; SR-BI uptake up: 10.8; CAL PDZ FP-1: -1.3; SR-BI DiI inh: -10.7; MITF TRPM1 HTS: 3.1; phage Ecoli inh: 1.1; CAL PDZ FP-2: 4.2; AddAB inh: -2.5; E coli growth: -0.9

Results for CCOC(=O)c1c(NC(=O)COC(=O)Cc2c[nH]c3ccccc23)sc(C(=O)N(C)C)c1C ?
Tat transport: 16.0; Wnt bcat act: -3.7; SR-BI uptake up: -42.4; CAL PDZ FP-1: -2.4; SR-BI DiI inh: 42.4; MITF TRPM1 HTS: -11.5; phage Ecoli inh: -0.1; CAL PDZ FP-2: -1.7; AddAB inh: 1.0; E coli growth: -1.0

How did O=C1CC(N2CCc3ccccc32)C(=O)N1c1ccccc1 (centres undefined) do in these assays?
Tat transport: 0.8; Wnt bcat act: 6.4; SR-BI uptake up: 9.8; CAL PDZ FP-1: 0.2; SR-BI DiI inh: -9.8; MITF TRPM1 HTS: 3.9; phage Ecoli inh: 2.5; CAL PDZ FP-2: 0.3; AddAB inh: 1.6; E coli growth: 0.4

How did O=C(NC1CC1)C1CCCN1C(=O)NC1CCCCC1 (centres undefined) do in these assays?
Tat transport: -3.0; Wnt bcat act: -4.8; SR-BI uptake up: -4.9; CAL PDZ FP-1: -0.3; SR-BI DiI inh: 4.9; MITF TRPM1 HTS: -9.9; phage Ecoli inh: 2.9; CAL PDZ FP-2: 15.7; AddAB inh: -0.6; E coli growth: -0.5
